Compound activity deposited in PubChem by several laboratories.
FBA Mtb inh: inhibits M. tuberculosis FBA enzyme; purified M. tuberculosis FBA, fluorescence read-out; inhibition, % at 1 µM; 360,000 compounds, 2.3% hits; in the data active = inhibition above about 27%;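 note: 0% = vehicle and 100% = reference inhibitor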
Target sequence (P9WQA3 whole entry, looked up): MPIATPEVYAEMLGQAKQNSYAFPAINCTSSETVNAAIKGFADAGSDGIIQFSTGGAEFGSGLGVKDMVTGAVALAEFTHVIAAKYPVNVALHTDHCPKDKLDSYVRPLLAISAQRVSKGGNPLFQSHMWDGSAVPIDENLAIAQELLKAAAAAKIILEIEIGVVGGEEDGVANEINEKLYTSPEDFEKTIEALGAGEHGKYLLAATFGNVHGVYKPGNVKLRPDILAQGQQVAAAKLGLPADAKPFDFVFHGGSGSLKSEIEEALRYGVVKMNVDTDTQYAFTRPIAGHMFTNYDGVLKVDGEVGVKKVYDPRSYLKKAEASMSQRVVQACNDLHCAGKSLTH
MazF activator: MazEF (E. coli) toxin RNase activation. P0AE70. FAM/BHQ RNA-DNA oligo cleavage fluorescence, 5 h. activation, % at 20 µM. 350,000 compounds, 0.32% hits; in the data active = activation above about 50%
Target sequence (P0AE70 whole entry, looked up): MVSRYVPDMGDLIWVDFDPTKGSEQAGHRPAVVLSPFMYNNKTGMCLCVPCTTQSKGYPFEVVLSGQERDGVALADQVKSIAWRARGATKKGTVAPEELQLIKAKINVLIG
VHR inh abs: inhibitors of human VHR1 phosphatase (DUSP3); 290,000 compounds, 0.52% hits; inhibition, % at 13.3 µM; AID 1654; P51452; recombinant VHR phosphatase, pNPP absorbance; in the data active = inhibition above about 50%; note: some compounds called inactive have numbers as strong as hits
BH1578 lux ind: induces V. cholerae light production without autoinducers | AID 588436 | 350,000 compounds, 0.16% hits | V. cholerae BH1578 lux reporter, luminescence, 6 h | activation, % at 18.7 µM; in the data active = activation mostly above about 9.7%, no sharp cut-off; note: not every result past the cut was called active; inactives centre near 0; reference of the scale not given here
SSB-PriA inh: K. pneumoniae PriA-SSBct interaction inhibition; 430,000 compounds, 0.6% hits; inhibition, % at 33 µM; AlphaScreen SSBct-PriA binding, biotinylated peptide; in the data active = inhibition mostly above about 37%, no sharp cut-off; inactive = mostly below about 20%;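 note: plate controls were negative control peptide for no effect and reference peptide for full effect; strong numbers were not always called active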
UGM FP inh: Mtb UDP-galactopyranose mutase inhibition; P9WIQ1; purified UGM, fluorescence polarization probe displacement; inhibition, % at 10 µM; 320,000 compounds, 0.06% hits; in the data active = inhibition above about 10%, passing the limit was not always enough
Mtb BioA inh: inhibitors of Mycobacterium tuberculosis BioA enzyme; purified M. tuberculosis BioA enzyme, plate reader; inhibition, % at 9.99 µM; 360,000 compounds, 0.096% hits; in the data active = inhibition above about 40%
Rv3671c inh: inhibits the M. tuberculosis serine protease Rv3671c | 320,000 compounds, 0.048% hits | inhibition, % at 5.96 µM | P9WHR9; in the data active = inhibition above about 38%;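 note: extracellular domain of Rv3671c used as enzyme; 0% = enzyme with DMSO and 100% = no enzyme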
Target sequence (P9WHR9 whole entry, looked up, the tested form may be a part): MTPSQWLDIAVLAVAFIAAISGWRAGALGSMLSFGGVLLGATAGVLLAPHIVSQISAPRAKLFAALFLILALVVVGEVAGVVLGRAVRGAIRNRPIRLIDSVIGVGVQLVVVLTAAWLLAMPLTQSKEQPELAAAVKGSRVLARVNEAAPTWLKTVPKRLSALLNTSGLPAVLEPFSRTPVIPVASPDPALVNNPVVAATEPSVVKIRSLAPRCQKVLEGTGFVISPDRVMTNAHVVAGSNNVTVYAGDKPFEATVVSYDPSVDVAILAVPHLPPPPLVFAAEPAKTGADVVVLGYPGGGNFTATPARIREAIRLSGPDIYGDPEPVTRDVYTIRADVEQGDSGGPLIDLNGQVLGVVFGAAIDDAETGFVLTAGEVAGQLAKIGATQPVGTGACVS
3CLpro inhibitor: SARS-CoV 3CLpro protease inhibition; P0C6X7; recombinant SARS-CoV 3CLpro, quenched FRET peptide cleavage; 290,000 compounds, 0.14% hits; inhibition, % at 6 µM; AID 1706; in the data active = inhibition above about 12%
GDH-TPI counter: inhibits GDH-TPI coupling enzymes, artifact for Mtb FBA screen; GDH-TPI coupled enzyme counterscreen, NADH absorbance; inhibition, % at 4.8 µM; 360,000 compounds, 1.2% hits; AID 588335; in the data active = inhibition above about 30%;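 note: 0% = DMSO wells and 100% = wells lacking the enzyme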
Numbers without * were called inactive; i = inactive; / = not tested or not shown; & = joins results of further samples. The list is partial; count on the stated rates, not on these rows.

structure,FBA Mtb inh,MazF activator,VHR inh abs,BH1578 lux ind,SSB-PriA inh,UGM FP inh,Mtb BioA inh,Rv3671c inh,3CLpro inhibitor,GDH-TPI counter
Cc1ccc(C2=NO[C@@](CC(=O)O)(C(=O)Nc3ccc4c(c3)OCCO4)C2)cc1,0,2,21,i,-2,-3.8,-0.3,/,-4,5
COCCN(C(=O)COC(=O)CSc1ccc2ccccc2c1)c1c(N)n(Cc2ccccc2)c(=O)[nH]c1=O,7,-7,/,-1.6,-7,0.4,/,2,/,6
CC(=O)Oc1ccc(C(=O)Nc2ccccc2C(=O)NCC(C)C)cc1,0,3,2,i,-6,-0.6,0.8,-8,-6,-2
Cc1cc(C)c(NC(=S)N(CCN(C)C)C(C)c2cccnc2)c(C)c1 (centres undefined),0,6,13,2.0,-4,4.4,/,-2,3,1
CC1(C)CC(=O)C2=C(C1)Nc1ccccc1NC2c1cccc(F)c1 (centres undefined),0,-14,47,-0.3,-2,0.7,-0.7,/,-2,28
COc1ccc(NC(=O)C(NC(C)=O)C(=O)NCc2ccccc2OC)cc1 (centres undefined),8,3,-4,i,-3,-0.2,-0.6,2,-2,-7
COC(CNC(=O)C(=O)Nc1cc2c3c(c1)CC(=O)N3CCC2)OC,0,10,-15,i,3,2.2,-0.9,-8,-2,2
O=C(NNC1CC(=O)N(c2ccccc2)C1=O)c1ccco1 (centres undefined),2,3,19,0.1,1,1.0,/,-9,3,2

Next section
structure,FBA Mtb inh,MazF activator,VHR inh abs,BH1578 lux ind,SSB-PriA inh,UGM FP inh,Mtb BioA inh,Rv3671c inh,3CLpro inhibitor,GDH-TPI counter
COc1ccccc1NS(=O)(=O)c1cc(N)ccc1N1CCCCC1,3,-17,17,i,22&-5,-1.7,/,7,-1,9
O=C(NCc1nnnn1-c1ccc(F)cc1)c1ccc2ccccc2c1,6,0,/,-0.3,/,/,3.9,/,/,11
NCCc1c(C(=O)O)[nH]c2ccc([N+](=O)[O-])cc12,-7,12,11,-0.9,-11,2.2,-2.0,-4,2,18
C=CCSc1n[nH]c(-c2ccc(OCCCC)cc2)n1,3,-2,-11,i,-14,0.2,/,-8,3,2
O=C(Cn1cc([N+](=O)[O-])ccc1=O)NCC(=O)Nc1ccc(F)c(F)c1F,-4,-2,/,i,-5,-0.8,-1.2,10,/,12
Cc1ccc(NC(=O)NC2(C(=O)NCc3ccco3)CCCCC2)cc1,1,9,-16,-0.3,-2,1.5,-2.4,-3,-2,0
Oc1ccc(Cl)c(Cl)c1,-1,9,/,-0.3,4,1.1,-1.1,5,/,4
O=C(NCCNC(=O)c1cc(Cl)ccc1Cl)c1cnccn1,2,-4,-8,i,-10,4.3,-0.2,-2,-2,-2

(listing goes on)
structure,FBA Mtb inh,MazF activator,VHR inh abs,BH1578 lux ind,SSB-PriA inh,UGM FP inh,Mtb BioA inh,Rv3671c inh,3CLpro inhibitor,GDH-TPI counter
CC1(C)CC(=O)C=C(Nc2ccccc2C#N)C1,-2,4,-12,-0.6,-6,0.0,-0.1,1,-2,-3
Cc1cccc2cc(C#N)c(SCC(=O)NCc3cccs3)nc12,2,9,2,i,0,3.9,/,-4,8,11
CCN1CCN(c2ccc(S(=O)(=O)N3CCOCC3)cc2NC(=O)C(C)Oc2ccc(F)cc2)CC1 (centres undefined),0,3,/,-2.7,-11,1.2,/,-3,/,-4
CCC(=O)NC(C)C(c1cccs1)N1CCOCC1 (centres undefined),0,-11,/,-12,-3,2.6,-1.8,0,-4,-2
O=C(CCc1nnc(CCC2CCCCC2)o1)NCCc1cccnc1,0,3,10,i,-9,5.1,/,-1,0,9
CN(C)S(=O)(=O)c1cccc(NC(=O)c2cccc(NS(=O)(=O)c3ccccc3)c2)c1,1,5,6,-7.8,-1,2.9,1.2,-60,4,10
CCCCNc1nc2c(c(=O)n(Cc3ccccc3)c(=O)n2C)n1C,1,12,-5,-0.6,-13,-0.3,-1.6,-4,1,3
COc1cc2ccccc2cc1C(=O)NC(=S)Nc1cccc(C(=O)O)c1,-2,-6,125,-0.3,-10,0.6,/,-42,5,14

Continuation.
Results follow in this order: FBA Mtb inh	MazF activator	VHR inh abs	BH1578 lux ind	SSB-PriA inh	UGM FP inh	Mtb BioA inh	Rv3671c inh	3CLpro inhibitor	GDH-TPI counter
> CCO[C@H]1OC(C(=O)Nc2ccccc2)=C[C@@H](c2coc3ccccc3c2=O)[C@@H]1CCCO
    -2	-3	26	i	-7	1.2	0.5&-0.1	-4	3	-3
> COc1ccc(CCNC(=O)c2ccc(CNS(=O)(=O)c3cc(C)ccc3C)cc2)cc1OC
    3	4	12	-0.3	-7&-6	3.2	-0.8	5	4	5
> COc1cc(NC(=O)C2CCN(c3cnccn3)CC2)cc(OC)c1
    0	0	7	1.3	-8	3.3	4.0	-4	-4	-5
> C/C(=N\NC(=O)c1cccc(F)c1)c1cccc(NC(=O)c2ccc(F)cc2)c1
    0	-19	22	-0.1	/	2.1	/	-18	-5	-5
> O=[N+]([O-])c1ccccc1CNCCc1ccc(F)cc1
    1	-2	27	i	-6	-4.2	-0.8	5	2	0
> S=C(Nc1cccnc1)NC1CC2CCC1C2 (centres undefined)
    -2	3	-3	-0.1	5	3.1	11	1	-2	3
> O=C(NCC(c1ccccc1Cl)N1CCCC1)c1ccc(N2CCCC2=O)cc1 (centres undefined)
    2	-3	/	-5.0	-5	/	-1.1	/	/	3
> CCOC(=O)c1c(C)n(C)c2ccc(OCC(O)CNCCc3ccccc3)cc12 (centres undefined)
    -1	13	/	0.1	-5	0.1	0.4	-4	-1	-4
> O=C(C1=C[C@H](c2csc3ccccc23)C[C@H](OCCCCO)O1)N1CCN(Cc2ccc3c(c2)OCO3)CC1
    -3	7	21	i	-2	0.8	-2.5	-5	-3	4
> COc1cc(OC)cc(C(=O)OCC(=O)Nc2ccc3[nH]c(=O)[nH]c3c2)c1
    -1	-5	/	i	-5	2.2	-0.7	0	/	-4
> COCCCN1C(=O)N(c2ccccc2)C(=O)C1CC(=O)Nc1ccc(F)cc1 (centres undefined)
    5	3	-11	i	-7	1.2	0.4	-3	6	3
> COCCCn1nnnc1SCC(=O)N1CCCC1
    -1	-4	23	i	-7	1.5	0.4	5	0	0
> Nc1c(C(=O)OCC(=O)Nc2ccc(Cl)cc2[N+](=O)[O-])[nH]c(=O)[nH]c1=O
    1	9	0	i	6	1.7	-0.3	-72	1	29
> NC(=S)N/N=C1\CC(n2nnn(-c3cccc(Cl)c3)c2=S)C2COC1O2 (centres undefined)
    -2	4	18	-0.7	/	2.8	/	1	-3	1
> O=C(Nc1ccccc1Cc1ccccc1)C1CC(=O)N(c2ccc3c(c2)OCCO3)C1 (centres undefined)
    5	4	9	3.8	-1	-0.6	1.7	-20	2	-6

Next records follow.
Results follow in this order: FBA Mtb inh	MazF activator	VHR inh abs	BH1578 lux ind	SSB-PriA inh	UGM FP inh	Mtb BioA inh	Rv3671c inh	3CLpro inhibitor	GDH-TPI counter
> C[C@H](CO)N1C[C@H](C)[C@@H](CN(C)Cc2ccccn2)Oc2ncc(-c3ccccc3)cc2C1=O
    2	1	/	-2.4	/	/	1.5&-1.0&-2.9	/	/	3
> O=C(CNC(=O)c1ccco1)OCc1ccccc1F
    4	6	/	i	3	1.3	/	-1	/	11
> COC(=O)c1ccc(C)c(NC(=O)CCSc2ccc(C)cc2)c1
    0	1	10	-0.5	2	1.3	-0.4	-8	-1	-3
> COC(=O)c1c(NC(=O)/C=C/c2ccco2)sc2c1CCC2
    2	57*	-7	-0.2	-4	-0.5	/	3	-4	6
> Cc1ccc(/C([O-])=C(/C(=S)NCc2ccccc2)[n+]2ccccc2)cc1[N+](=O)[O-]
    9	-18	30	-0.3	/	3.2	/	8	3	0
> Cc1ccc(C)n1NC(=O)c1cccc(Cl)c1
    0	3	35	2.0	2	-1.5	-1.8	3	1	-7
> COc1ccccc1CCn1c(N)cc(=O)[nH]c1=O
    -5	-3	-15	-1.4	-10	0.4	0.4	-4	1	0
> Cc1ccccc1C(=O)NC1CCN(C(=O)N2CCOCC2)CC1
    0	9	-23	-0.2	-5	-0.4	-1.2	-3	1	9
> Cc1ccc2c(c1)COc1c3ccc(C(=O)NC(C)C)cc3nn1-2
    23	2	-4	i	-18	-1.2	-2.3	-4	/	11
> O=C(NN=Cc1c(O)ccc2ccccc12)c1ccc2c(c1)OCO2
    4	-309	/	i	-10	1.7	-1.7	1	/	15
> COc1ccc(Oc2nc(OC)cc(OC)n2)cc1
    0	-1	-3	-0.2	-20	-1.8	/	0	4	-4
> N#Cc1nc(COc2cccc(Cl)c2)oc1N1CCN(c2ccccc2)CC1
    -2	-6	-5	-0.4	5	-1.3	-0.2	1	0	-11
> CCCC1(c2ccccc2)NC(=O)N(CC(=O)Nc2cc(S(=O)(=O)N3CCOCC3)ccc2Cl)C1=O (centres undefined)
    -2	3	17	i	8	4.7	/	-6	0	-5

Of the compounds above, these contain a Cl atom.
Results follow in this order: FBA Mtb inh	MazF activator	VHR inh abs	BH1578 lux ind	SSB-PriA inh	UGM FP inh	Mtb BioA inh	Rv3671c inh	3CLpro inhibitor	GDH-TPI counter
> Oc1ccc(Cl)c(Cl)c1
    -1	9	/	-0.3	4	1.1	-1.1	5	/	4
> O=C(NCCNC(=O)c1cc(Cl)ccc1Cl)c1cnccn1
    2	-4	-8	i	-10	4.3	-0.2	-2	-2	-2
> O=C(NCC(c1ccccc1Cl)N1CCCC1)c1ccc(N2CCCC2=O)cc1 (centres undefined)
    2	-3	/	-5.0	-5	/	-1.1	/	/	3
> Nc1c(C(=O)OCC(=O)Nc2ccc(Cl)cc2[N+](=O)[O-])[nH]c(=O)[nH]c1=O
    1	9	0	i	6	1.7	-0.3	-72	1	29
> NC(=S)N/N=C1\CC(n2nnn(-c3cccc(Cl)c3)c2=S)C2COC1O2 (centres undefined)
    -2	4	18	-0.7	/	2.8	/	1	-3	1
> Cc1ccc(C)n1NC(=O)c1cccc(Cl)c1
    0	3	35	2.0	2	-1.5	-1.8	3	1	-7
> N#Cc1nc(COc2cccc(Cl)c2)oc1N1CCN(c2ccccc2)CC1
    -2	-6	-5	-0.4	5	-1.3	-0.2	1	0	-11
> CCCC1(c2ccccc2)NC(=O)N(CC(=O)Nc2cc(S(=O)(=O)N3CCOCC3)ccc2Cl)C1=O (centres undefined)
    -2	3	17	i	8	4.7	/	-6	0	-5
